# CCR6 antagonist: CCR6 receptor antagonists, primary screen, cell-based, CHO-K1, luminescence, beta-arrestin, uHTS; inhibition, % at 20 µM; actives 0.49% (n = 340,000); C-C chemokine receptor type 6 (Homo sapiens), P51684; CHO-K1 CCR6 PathHunter beta-arrestin, CCL20-stimulated;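 active = compounds whose inhibition of the agonist-driven luminescence signal at 20 µM reaches about 50%, limit read from the data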;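 note: cells stimulated with CCL20 at 14 nM final; plate controls were DMSO with CCL20 for no effect and DMSO without agonist for full effect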
# Target sequence (P51684 whole entry, looked up): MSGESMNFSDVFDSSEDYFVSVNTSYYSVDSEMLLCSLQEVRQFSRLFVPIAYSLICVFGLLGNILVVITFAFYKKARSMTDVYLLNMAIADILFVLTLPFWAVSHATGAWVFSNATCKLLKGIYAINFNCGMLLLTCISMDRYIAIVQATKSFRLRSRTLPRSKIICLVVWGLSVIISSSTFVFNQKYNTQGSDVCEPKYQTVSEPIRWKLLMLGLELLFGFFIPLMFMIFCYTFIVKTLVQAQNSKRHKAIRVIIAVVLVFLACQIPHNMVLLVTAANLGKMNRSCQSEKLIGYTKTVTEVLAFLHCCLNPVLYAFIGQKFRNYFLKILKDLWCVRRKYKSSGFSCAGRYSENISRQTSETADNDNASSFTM
# A3A deaminase: APOBEC3A ssDNA deaminase inhibitors, primary screen, selectivity assay for APOBEC3G inhibitor project, biochemical, FAM/TAMRA oligo cleavage fluorescence; recombinant A3A, FAM/TAMRA ssDNA deamination fluorescence; actives 0.41% (n = 330,000); inhibition, % at 20 µM; DNA dC->dU-editing enzyme APOBEC-3A (Homo sapiens), P31941;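 active = at least 40% inhibition at 20 µM here, with at most 30% in a related deaminase screen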;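 note: plate controls were A3A with DMSO for no effect and wells lacking A3A enzyme for full effect; some results filed as inactive read as strong as hits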
# Target sequence (P31941 whole entry, looked up): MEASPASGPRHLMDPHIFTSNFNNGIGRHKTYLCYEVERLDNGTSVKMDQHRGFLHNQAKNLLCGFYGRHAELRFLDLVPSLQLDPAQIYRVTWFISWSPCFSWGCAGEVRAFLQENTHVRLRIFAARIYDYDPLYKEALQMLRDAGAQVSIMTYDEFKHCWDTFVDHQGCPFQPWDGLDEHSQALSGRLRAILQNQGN
# MPTP block: mitochondrial permeability transition pore inhibitors, primary screen, biochemical, isolated mouse mitochondria, absorbance; Ca2+ swelling absorbance, 30 min; inhibition, % at 10 µM; actives 1.4% (n = 360,000); AID 602449, 2012;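 active = inhibition of 50% or more, scaled per plate between neutral and stimulator controls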;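 note: 0% = DMSO wells given calcium and 100% = 1 mM EGTA wells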
# GRIN3A LBD mod: binders of NR3A ligand-binding domain, primary screen, biophysical, differential scanning fluorimetry, uHTS; actives 2.5% (n = 340,000); Glutamate receptor ionotropic, NMDA 3A (GRIN3A) ligand-binding domain; Tm shift relative to glycine control, % at 25 µM; NR3A LBD differential scanning fluorimetry, Tm shift; 0% = protein alone, 100% = glycine-bound protein;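 active = melting temperature shift of at least 10% of the positive control shift, at one fixed dose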
# EBI2 antag: EBI2 receptor antagonists, beta-arrestin recruitment, primary screen, cell-based, luminescence, 7a,25-OHC stimulation, uHTS | G-protein coupled receptor 183 (Homo sapiens), P32249 | 7a,25-OHC stimulated | inhibition, % at 5 µM | actives 0.81% (n = 360,000); in the data active = inhibition above about 38%;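 note: enzyme fragment complementation signal reports receptor beta-arrestin coupling in cells; 0% = agonist plus DMSO wells and 100% = wells without agonist; some results beyond the cut were filed as inactive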
# CXCR6 block: CXCR6 receptor inhibitors, primary screen, cell-based, beta-arrestin, luminescence, CHO-K1 PathHunter, 1536-well | inhibition, % at 20 µM | actives 0.36% (n = 360,000) | AID 602244, 2012; in the data active = inhibition above about 34%, passing the limit was not always enough;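 note: antagonist mode with CXCL16 agonist at 10 nM final; 0% = 10 nM CXCL16 with DMSO and 100% = unstimulated wells without agonist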
# Gli-Sufu antag: Gli-Sufu pathway antagonists, primary screen, luciferase luminescence, Sufu-KO-LIGHT cells, uHTS; Sufu-KO-LIGHT fibroblasts, Gli luciferase reporter luminescence; inhibition, % at 5 µM; actives 0.74% (n = 340,000); AID 588413, 2011;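 active = inhibition above about 55%, limit read from the data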;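 note: 0% = DMSO-treated cells and 100% = wells with medium but no cells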
# A3G deaminase: APOBEC3G DNA deaminase inhibitors, primary screen, biochemical, fluorescence, single-stranded DNA substrate, uHTS; recombinant A3G, ssDNA deamination FAM/TAMRA fluorescence; AID 493012, 2011; inhibition, % at 20 µM; actives 0.28% (n = 330,000); DNA dC->dU-editing enzyme APOBEC-3G (Homo sapiens), Q9HC16;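 active = inhibition of at least 40% at 20 µM, with no more than 30% in the related APOBEC3A deaminase screen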;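 note: plate controls were DMSO wells with A3G for no effect and wells lacking A3G enzyme for full effect; some compounds called inactive have numbers as strong as hits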
# Target sequence (Q9HC16 whole entry, looked up): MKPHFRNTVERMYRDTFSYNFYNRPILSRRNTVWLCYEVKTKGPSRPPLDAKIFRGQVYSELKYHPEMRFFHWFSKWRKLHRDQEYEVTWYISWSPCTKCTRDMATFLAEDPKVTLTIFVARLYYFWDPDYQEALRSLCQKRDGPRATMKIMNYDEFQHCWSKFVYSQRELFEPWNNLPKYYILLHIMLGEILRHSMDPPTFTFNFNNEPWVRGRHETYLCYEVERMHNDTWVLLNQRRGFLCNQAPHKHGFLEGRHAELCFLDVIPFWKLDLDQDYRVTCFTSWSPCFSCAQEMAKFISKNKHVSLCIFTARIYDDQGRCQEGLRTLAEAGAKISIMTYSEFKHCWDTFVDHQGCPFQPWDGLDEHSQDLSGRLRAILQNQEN
# Active calls of the source: *; nt = not tested or not shown.
SMILES	CCR6 antagonist	A3A deaminase	MPTP block	GRIN3A LBD mod	EBI2 antag	CXCR6 block	Gli-Sufu antag	A3G deaminase
COc1ccc(-c2cc3ccccc3n2CC(O)CNCCO)cc1 (centres undefined)	-16	-5	54*	0	-13	-2	17	-4
Cc1ccc2nc(N3CCN(C(=O)c4ccco4)CC3)sc2c1	-12	-1	-1.9	nt	5	-6	-50	-8
O=C(CN(C(=O)c1csnn1)c1cccc(C(F)(F)F)c1)NCCc1ccccc1	7	-3	1.2	-1	0	3	10	-9
CC(=O)NCCc1ccc(S(=O)(=O)Nc2ccc(NC(=O)c3ccc(F)cc3)cc2)cc1	3	3	-0.8	0	-10	3	5	-1
COC(=O)c1ccccc1SCc1csc(C)n1	-3	-3	0.4	1	-4	-2	-7	-9
CC(C)CC(NC(=O)C1CCCCC1)C(=O)N1CCN(c2ccccn2)CC1 (centres undefined)	3	-1	-1.5	-4	-3	-7	-4	-1
COc1ccc(NS(=O)(=O)c2cc3c(cc2C)N(C(C)=O)CCO3)cc1	2	-1	-0.1	-3	-9	-4	10	2
CSc1ccccc1NC(=O)COC(=O)CCc1ccccc1	3	5	-4.8	14*	0	8	-9	4
COc1ccc2[nH]c(=O)c(-c3nnn(-c4ccccc4)n3)cc2c1	1	2	-1.8	0	-4	-8	-38	-1
COc1ccc(NC(=O)Nc2ccc(Br)cn2)cc1	7	0	1.4	-3	1	-6	nt	-1
Cc1cccc(C2=NOC(=O)/C2=C\c2ccccc2F)c1	9	-1	-1.2	-1	-13	3	-7	-4
Cc1cccc(N2CCN(C(=O)c3csc4ccccc34)CC2C)c1 (centres undefined)	11	-2	2.1	-2	34	10	13	-9
CC(C)CCNC(=O)c1cnn2c(C(F)(F)F)cc(-c3ccco3)nc12	7	8	-1.3	-4	-7	6	16	3
Nc1nc(SCc2c(F)cccc2Cl)[nH]c(=O)c1-c1ccccc1	-6	0	-3.5	0	-8	-10	-4	-3
C/C(=N\O)c1ccc2c3c([nH]c2c1)CCCC3	12	-2	-2.6	-6	-4	-13	2	-10
COCCN(Cc1nc(-c2ccc(C(F)(F)F)cc2)no1)C(C)C	6	3	0.3	-1	8	1	9	0
CC(=O)N1CCc2cc(S(=O)(=O)NCCC(=O)NC3CCN(Cc4ccccc4)CC3)ccc21	-10	-1	-2.2	1	2	-3	-4	10
CC1=NNC(=O)C1CCC(=O)N/N=C/c1c(Cl)cccc1Cl (centres undefined)	-6	-2	-1.0	-3	-14	5	0	-7
O=C(c1ccc([N+](=O)[O-])o1)N1CCN(c2nc3c(F)cc(F)cc3s2)CC1	-6	0	-3.1	2	-22	-44	46	-2
O=C(NCCc1ccco1)c1cc(COc2cccc(C(F)(F)F)c2)on1	21	-1	0.5	-8	7	4	2	-10
CC(=O)Nc1ccc(S(=O)(=O)Oc2cccc(N3C(=O)C4CCCCC4C3=O)c2)cc1 (centres undefined)	6	-1	9.6	2	-6	-8	3	-5
CCCCCCN1C(=O)CC(NC(=O)OCC2c3ccccc3-c3ccccc32)C/C=C\C1C(C)C (centres undefined)	11	4	-0.7	-1	-84	7	1	2
COc1ccc(NC(=O)C2c3cc(OC)c(OC)cc3C(=O)N(C)C2c2cccnc2)cc1OC (centres undefined)	12	-2	0.3	2	10	-10	3	-6
O=C(c1ccccc1)c1ccc2c(c1)OCCOCCOCCOCCO2	-1	-3	-0.5	1	11	1	-2	-2
Cc1ccc(S(=O)(=O)NCCCC(=O)C=[N+]=[N-])cc1	6	1	0.0	-2	-6	-5	3	4
FC(F)(F)c1cnc(Sc2nnc(-c3cccs3)n2CC2CCCO2)c(Cl)c1 (centres undefined)	0	-2	0.0	-7	10	0	51	-6
O=C(OCCN1CCCCC1)c1ccc(Cl)cc1	-6	-3	-2.5	-2	3	-2	-24	-4
C[C@](N)(Cc1ccc(O)c(O)c1)C(=O)O	8	nt	-2.7	0	-9	2	-5	nt
N#C/C(C(=O)NCc1ccccc1)=C1/N=C(NC(=O)c2ccco2)c2ccccc21	8	-4	11	0	3	-7	1	-8
COc1cccc(CN2CCN(Cc3cccc4c3OCO4)CC2CCO)c1 (centres undefined)	9	-1	0.4	2	-2	-1	16	-1
CC(C)NCc1nnc(-c2ccccc2Cl)o1	1	7	-1.9	-1	-14	16	-15	-7
COc1ccc(-c2cc(C(=O)Nc3cc(C)nn3-c3ccccc3)no2)cc1OC	-2	0	1.9	0	7	0	-3	-6
Fc1ccccc1-c1nc(-c2ccc(Cl)cc2)no1	3	-1	-2.0	21*	3	-4	-125	-5
Cc1cc(NC(=O)CSc2ccc(-c3ccc(F)cc3)nn2)no1	-8	1	-1.5	-1	-3	-6	-1	10
CC(=O)Nc1ccc(S(=O)(=O)N2CCSC2c2ccccc2)cc1 (centres undefined)	14	3	-1.3	1	1	0	-3	-1
CSc1nnc([C@H](C)NC(=O)OC(C)(C)C)o1	4	2	-0.1	0	-10	0	1	-4
O=C(CCC(=O)N1CCOc2ccccc21)NCCN1CCOCC1	4	0	-2.4	0	9	2	7	-1
CC(=O)c1ccc(N(CC(=O)NCC2CCCO2)C(=O)CCC(=O)Nc2cc(C)on2)cc1 (centres undefined)	5	-7	-0.4	1	9	-6	-8	4
C=C(C)c1cccc(C(C)(C)NC(=O)N2CCN(c3ccccc3)CC2)c1	6	-4	1.0	1	-7	6	-2	-7
COc1cc(OC)c(N(C)S(=O)(=O)c2cccc(C(=O)OCC(=O)c3c[nH]c4ccccc34)c2)cc1Cl	10	-2	30	26*	24	1	9	-5
C/C=C/C(=O)Nc1cccc(C2=NOC3(C2)C[C@@H](C(N)=O)N(C(=O)C(c2ccccc2)c2ccccc2)C3)c1 (some centres undefined)	0	-1	0.5	-3	-7	-7	-2	-4
CCCn1nc(NC(=O)c2ccco2)c2cc3cc(C)ccc3nc21	15	3	2.5	-1	-6	2	-2	3
CCN(CC)C(=O)Cn1c(=O)n(-c2ccc(CC(=O)NCc3ccccc3)cc2)c(=O)c2sccc21	14	4	1.1	0	3	-8	-1	-1
Cc1csc(SCC(=O)N(C)C2CCS(=O)(=O)C2)n1 (centres undefined)	-4	-1	-1.9	2	4	3	17	-9
CC(=O)Nc1ccc(NS(C)(=O)=O)cc1	7	-1	1.5	1	-4	-7	-1	0
Cc1cc(-c2nn3c(C)nnc3s2)ccc1NC(=O)C(C)(C)C	-1	-2	-0.7	1	-8	1	-72	-3
O=C1CCC/C(=N/NC(=O)c2sc3ccccc3c2Cl)C1	8	-13	3.3	-2	-4	10	-21	-12
CCCn1c(NC(=O)C2CCN(S(=O)(=O)c3cccs3)CC2)nc2ccccc21	8	7	0.5	-6	13	1	0	6
Cc1cccc2c(=O)c(-c3ccc(Cl)cc3)c(NC(=O)c3ccco3)oc12	19	-4	0.8	-1	-10	9	9	-5
CC(C)C[C@@H](CNCC(=O)[C@H](CC(C)C)NC(=O)c1[nH]cnc1C(=O)N[C@H](CN)CC(C)C)NC(=O)c1nc[nH]c1C(=O)N[C@@H](Cc1ccccc1)C(=O)O	7	nt	-0.4	3	-6	0	1	nt
CCCSc1nc2sc3c(c2c(=O)n1-c1ccc(OC)cc1)CCN(C)C3	5	5	-0.2	-3	19	4	13	-4
CCCc1ccc(OCCNC(=O)C2CCCCC2)cc1	-1	-3	4.6	0	20	-5	-23	-7
C=CCOn1c(=O)c(-c2ccccc2)[n+]([O-])c2ccccc21	-7	1	1.2	-3	-10	6	2	1
COc1cccc(CN(C)S(=O)(=O)c2ccccc2Br)c1	20	2	0.0	0	11	-1	9	6
CCSc1nnc(CNc2ccc(F)cc2)n1CC1CCCO1 (centres undefined)	9	1	-2.2	0	-4	-2	6	0
CCCn1c(SCC(=O)Nc2nnc(C)s2)nnc1-c1ccoc1C	6	-1	1.7	0	-6	0	5	-1

# Other records follow:
SMILES	CCR6 antagonist	A3A deaminase	MPTP block	GRIN3A LBD mod	EBI2 antag	CXCR6 block	Gli-Sufu antag	A3G deaminase
CCc1nc2cccnc2n1-c1ccc(C(=O)O)cc1	-4	12	-1.6	1	3	4	12	-5
COc1ccc(N2CC(C(=O)Nc3ccc4c(c3)OCCO4)CC2=O)cc1 (centres undefined)	3	-1	0.1	-1	2	-6	-2	-4
CC(=O)Nc1ccc(N(C(=O)c2ccco2)C(C(=O)NC2CCCC2)c2cccs2)cc1 (centres undefined)	4	1	-0.2	1	3	3	6	-2
CC(=O)n1c2ccccc2c2nc(NC(C)C)sc21	23	-1	-1.7	3	-7	-1	3	-3
CCOC(=O)[C@@H]1[C@H]2COc3cc(OC)ccc3[C@H]2N2C(=O)N(c3ccc(C(F)(F)F)cc3)C(=O)[C@]12C	10	-2	84*	8	21	-14	1	-4
CCc1ccc(/C=N\n2cnnc2)cc1	0	3	4.0	-3	-1	-3	6	2
Cc1cccc2nc(CSc3nnnn3-c3ccccc3)cn12	10	-1	-2.9	0	-10	11	3	-4
COc1ccc(-c2cc(OC)c3ccccc3n2)cc1	2	-2	-0.2	-5	2	1	-2	-9

# Single values from the entries so far:
# CC(=O)n1c2ccccc2c2nc(NC(C)C)sc21 | A3G deaminase = -3
# Cc1cccc2nc(CSc3nnnn3-c3ccccc3)cn12 | A3G deaminase = -4

# Further compounds:
SMILES	CCR6 antagonist	A3A deaminase	MPTP block	GRIN3A LBD mod	EBI2 antag	CXCR6 block	Gli-Sufu antag	A3G deaminase
Cc1ccc(NC(=O)CN(C)C(=O)CCC(=O)c2cccs2)cc1	11	3	-6.9	10	1	11	-1	-8
CC(=O)Nc1cccc(C(=O)OCCCOc2ccc(F)cc2)c1	-4	2	2.7	1	-20	7	-16	-6
Cc1ccc(Oc2nc3ccccc3n3c(C)nnc23)cc1	-1	2	-1.5	13*	14	-6	6	-2
CCc1ccc(N2C(=O)C3ON(c4ccccc4)C(c4ccco4)C3C2=O)cc1 (centres undefined)	-3	-3	-1.0	1	-4	-7	-1	-9
CCSc1oc(-c2cccs2)nc1S(=O)(=O)c1ccccc1	16	0	-0.3	-1	-10	-1	8	-9
C[C@H](CO)N1C[C@H](C)[C@@H](CN(C)S(=O)(=O)c2cccs2)Oc2ccc(NC(=O)Cc3ccccc3)cc2C1=O	-7	-4	-1.7	0	-6	-6	9	-7
CCc1c(C)c2cc(Cl)c(O)c(CN(CC)CC)c2oc1=O	-5	-2	-0.2	0	4	4	37	-5
CCn1nnnc1-c1ccc(OC)c(S(=O)(=O)Nc2ccc(S(N)(=O)=O)cc2)c1	7	-2	-3.3	1	-10	-8	2	-5
O=C(CSc1nnc(Cn2nnc3ccccc32)o1)N(Cc1ccc(F)cc1)c1ccccc1	21	-3	85*	2	13	-3	68*	-7
COc1ccc(NC(=O)NCc2ccco2)cc1OC	3	2	0.6	-2	4	-5	0	-5

# 2 of the compounds above, with values under each structure:
# Order of results – CCR6 antagonist, A3A deaminase, MPTP block, GRIN3A LBD mod, EBI2 antag, CXCR6 block, Gli-Sufu antag, A3G deaminase
- CCc1ccc(N2C(=O)C3ON(c4ccccc4)C(c4ccco4)C3C2=O)cc1 (centres undefined)
 : -3, -3, -1.0, 1, -4, -7, -1, -9
- CCSc1oc(-c2cccs2)nc1S(=O)(=O)c1ccccc1
 : 16, 0, -0.3, -1, -10, -1, 8, -9

# Assay outcomes (PubChem BioAssay)
